Source: PubChem
CASP6 VEID inh – inhibitors of human caspase-6. P55212. 0.53% of 350,000 active. AID 686996. purified caspase-6, Z-VEID-R110 cleavage fluorescence. inhibition, % at 12.5 µM;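 active means mean inhibition across replicates at least about 35%, with every replicate also reaching that limit, limit read from the data; inconclusive means only one of the two criteria met; inactive means neither criterion met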;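 further: 0% = median of neutral control wells and 100% = no fluorescence left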
Target sequence (P55212 24-179 limits assumed): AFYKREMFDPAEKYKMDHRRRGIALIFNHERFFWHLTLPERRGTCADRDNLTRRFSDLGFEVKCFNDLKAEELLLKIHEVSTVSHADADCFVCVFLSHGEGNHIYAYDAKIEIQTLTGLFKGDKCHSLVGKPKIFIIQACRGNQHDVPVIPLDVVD
Target sequence (P55212 194-293 limits assumed): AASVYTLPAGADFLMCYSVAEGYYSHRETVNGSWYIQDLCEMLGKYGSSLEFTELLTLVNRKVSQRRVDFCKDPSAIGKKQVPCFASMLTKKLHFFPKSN
FN deposit inh – fibronectin deposition inhibition; AID 743247; AH1F fibroblasts, Alexa488-fibronectin deposition fluorescence, overnight; 0.086% of 350,000 active; inhibition, % at 12.6 µM;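 active means mean inhibition across replicates of 30% or more, regardless of how many single replicates reach that level; inconclusive means mean under 30% yet at least half of replicates reach 30%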;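 further: positive control wells lacked labelled fibronectin entirely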
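test system = AH1F fibroblasts assembling fluorescent fibronectin matrix | quantity = 10000 AH1F cells per well | buffer or medium = DMEM plus 2% serum, read in PBS | doses = single dose, pinned | incubation = 1 h cell attachment, overnight exposure to compound and label | detection = fluorescence at 485 nm excitation, 525 nm emission | read-out basis = inhibition from reduced deposited-fibronectin fluorescence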
SIRT5 block – sirtuin-5 (human) deacylase inhibition. Q9NXA8. Purified SirT5, succinyl-peptide AMC, trypsin-coupled fluorescence. inhibition, % at 15 µM. 1.1% of 330,000 active; in the data active means inhibition above about 15%; inconclusive means no clear call, values can overlap the other calls
Target sequence (Q9NXA8 whole entry, looked up): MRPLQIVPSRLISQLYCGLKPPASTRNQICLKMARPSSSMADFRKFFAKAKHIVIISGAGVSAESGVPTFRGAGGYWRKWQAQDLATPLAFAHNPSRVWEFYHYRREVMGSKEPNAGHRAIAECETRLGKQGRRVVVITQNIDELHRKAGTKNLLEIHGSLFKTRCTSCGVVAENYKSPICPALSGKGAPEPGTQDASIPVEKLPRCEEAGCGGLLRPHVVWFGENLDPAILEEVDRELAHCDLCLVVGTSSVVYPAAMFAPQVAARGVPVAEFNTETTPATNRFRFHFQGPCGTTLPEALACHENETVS
esBAF inh – blocks esBAF chromatin remodeling in mouse ES cells; Bmi1-luciferase knock-in reporter, 24 h; 100% = twice the neutral-well signal; reporter increase, % at 12.5 µM; 2% of 350,000 active; in the data active means activation above about 40%; inconclusive means no clear call, values can overlap the other calls;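 further: 0% = median of the plate's neutral control wells and 100% = double that signal; a rise in the Bmi1 reporter signal indicates esBAF inhibition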
S100A4 MyoIIA – blocks human S100A4 binding to myosin IIA peptide; 0.14% of 360,000 active; inhibition, % at 10.7 µM; AID 652163; S100A4/TAMRA-MyoIIA peptide fluorescence polarization;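 active means mean inhibition of at least 70% across replicates, with every replicate also reaching that level; inconclusive means mean inhibition reaches 70% but some replicates fall short; inactive means mean inhibition below 70%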
Target sequence (P26447 whole entry, looked up): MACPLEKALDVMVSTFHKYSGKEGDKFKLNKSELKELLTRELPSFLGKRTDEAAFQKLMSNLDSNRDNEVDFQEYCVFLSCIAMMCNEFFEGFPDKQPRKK
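Test system – S100A4 monomer (human) · Compound – single-point compound testing · Schedule – 5 min incubation before reading · Probe or stimulus – TAMRA-labelled myosin IIA heavy-chain peptide probe, 5 nM · Benchmarks – neutral control DMSO, positive control TFP · Medium – Calcium-containing HEPES buffer, pH 7.2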
LGR2 antag – blocks bursicon-induced cAMP signaling via Drosophila LGR2. AID 720647. 0.35% of 380,000 active. inhibition, % at 9.99 µM. HEK293 LGR2, CRE-luciferase, bursicon-stimulated, 4 h;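 active means drop in luminescence signal, shown as inhibition above about 50% in the replicate tests, limit read from the data, passing the limit was not always enough; inconclusive means probably only some replicates passing the limit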;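 further: agonist challenge used bursicon conditioned medium at about half maximal strength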
Statin myotox sup – protects C2C12 myotubes from simvastatin toxicity. ATP luminescence, 48 h; scaled: DMSO 0, geranylgeraniol control 100. rescue of ATP level, % at 7.49 µM. 0.78% of 330,000 active;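 active means mean ATP rescue above about 67%, or every replicate alone reaching that limit, limit read from the data, passing the limit was not always enough; inconclusive means no clear call, values can overlap the other calls; inactive means mean under the limit and some replicate under it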;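 further: myotubes were challenged with 10 µM simvastatin during compound exposure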
* = called active by the depositor; ? = inconclusive; / = not tested or not shown. Some of the compounds tested; rates above refer to the full screens.

Under each structure: CASP6 VEID inh	FN deposit inh	SIRT5 block	esBAF inh	S100A4 MyoIIA	LGR2 antag	Statin myotox sup
CN(C)C(=O)Cn1cnc2c(cnn2-c2ccc(F)cc2)c1=O
→ 9	-1	1	2	-3	4	0
Cc1cc(-c2c(C)[nH]n(-c3ccccc3)c2=O)n(-c2ccccc2)n1
→ /	-3	/	2	/	/	2
COc1ccc(C(=O)OCC(=O)Nc2ccc(N3CCOCC3)cc2)cc1
→ 0	-1	3	-3	-14	-8	-3
O=S(=O)(NCc1ccccn1)c1cc(C(F)(F)F)ccc1Cl
→ -4	-26	-2	2	7	21	1
O=C(c1cccnc1)N1CC(=O)N2[C@@H](CO)[C@@H](c3ccc(-c4cccnc4)cc3)[C@@H]2C1
→ 0	/	-2	/	10	-1	/
Cc1c(Cl)cnc(NC(=O)COC(=O)CCC(=O)c2cccs2)c1Cl
→ 0	2	-2	/	2	0	/
CCOc1ccc(CCN2C(=O)C(=O)N([C@@H](Cc3ccc(O)cc3)CN3CCC[C@H]3CN3C(=O)C(=O)NC[C@@H]3CC(C)C)C[C@@H]2Cc2ccccc2)cc1
→ -2	5	3	/	1	4	/
COc1ccccc1NC(=O)c1cc2c(CO)cnc(C)c2oc1=Nc1cccc(C(N)=O)c1
→ -1	6	-2	13	-3	-11	-2
CCCCC[C@H]1CN(Cc2ccccc2)C(=O)[C@@H]1CC(=O)NCc1ccccc1
→ -3	3	5	11	-2	11	20
O=C(CCNC(=O)N1CC(=O)Nc2ccccc21)Nc1ccc(F)c(Cl)c1
→ 0	4	2	-6	1	5	31
CCCC[C@@H](CNC)NC[C@H](NCCCCC1CCCCC1)C(C)C
→ -6	13	/	/	0	-16	/
COc1cccc(NC(=O)CN(C)C(=O)C(CCSC)NC(=O)c2ccco2)c1 (stereo not given)
→ -1	0	-1	4	-9	-20	-4
CCN1CCN(c2ccc(S(=O)(=O)N3CCCCC3)cc2NC(=O)/C=C/c2ccc(Cl)cc2)CC1
→ 3	7	2	4	-2	6	13
CO[C@H](CN(C)S(=O)(=O)c1cccc(Cl)c1)[C@@H](C)CN([C@@H](C)CO)S(=O)(=O)c1cccc(Cl)c1
→ 0	4	1	0	-4	-7	-3
CC(C)(O)C#Cc1ccc([C@@H]2[C@H]3CN(C(=O)c4ccc(F)cc4)CCCCN3[C@H]2CO)cc1
→ -2	/	1	-14	-6	4	-38

The list goes on, overlapping the part above by 3 compounds.
Under each structure: CASP6 VEID inh	FN deposit inh	SIRT5 block	esBAF inh	S100A4 MyoIIA	LGR2 antag	Statin myotox sup
CCN1CCN(c2ccc(S(=O)(=O)N3CCCCC3)cc2NC(=O)/C=C/c2ccc(Cl)cc2)CC1
→ 3	7	2	4	-2	6	13
CO[C@H](CN(C)S(=O)(=O)c1cccc(Cl)c1)[C@@H](C)CN([C@@H](C)CO)S(=O)(=O)c1cccc(Cl)c1
→ 0	4	1	0	-4	-7	-3
CC(C)(O)C#Cc1ccc([C@@H]2[C@H]3CN(C(=O)c4ccc(F)cc4)CCCCN3[C@H]2CO)cc1
→ -2	/	1	-14	-6	4	-38
CCOC(=O)[C@]12CCC=C1N(Cc1ccc3c(c1)OCO3)C(=O)[C@H](CC(=O)NCc1ccc(C)o1)C2
→ -4	/	-11	/	-2	-3	/
Cc1cccc(NC(=O)C(=O)NCc2ccc3c(c2)OCO3)c1C
→ -1	/	-1	3	2	-8	5
O=C(NCc1ccncc1)C(=O)N/N=C/c1ccccc1OCc1ccccc1
→ 2	0	-1	13	-5	13	0
CO[C@@H](CN(C)S(=O)(=O)c1ccc(C)cc1)[C@@H](C)CN(Cc1ccccc1Cl)[C@H](C)CO
→ 4	0	2	0	-7	1	-5
O=C(Nc1c2c(nc3ccccc13)CCCC2)c1ccccc1F
→ -4	1	-4	/	-3	0	/
Cc1cc(NC(=O)COC(=O)CC2CCCC2)c([N+](=O)[O-])cc1C
→ -2	-7	-3	3	-14	-2	0
CCC(=O)N(C)C[C@@H]1Oc2ncc(-c3ccc(C(=O)N(C)C)cc3)cc2C(=O)N([C@H](C)CO)C[C@H]1C
→ -2	/	-2	2	-4	-6	7
CC1CCCCC1NC(=O)c1ccc(S(=O)(=O)N2CCCC2)cc1 (stereo not given)
→ /	/	/	-1	/	9	6
CO[C@@H]1CN(C)C(=O)c2ccc(NC(=O)NC(C)C)cc2OC[C@@H](C)N(C)C[C@@H]1C
→ 1	-12	1	-4	2	40	5
Cc1cc(Cl)c(S(=O)(=O)NCC2CCCO2)cc1OCC(=O)NC1CCCCC1 (stereo not given)
→ /	-4	/	0	/	/	0
COc1cc(C=O)ccc1OCc1cn(CC(=O)c2ccc(O)cc2)nn1
→ 4	8	/	0	-6	-6	6
COc1ccc(CN(C)C[C@H]2OCCCC[C@@H](C)Oc3ccc(NS(C)(=O)=O)cc3C(=O)N([C@@H](C)CO)C[C@H]2C)cc1
→ -3	/	-2	-3	-17	7	7
Cc1ccc(C(=O)N/C(=C\c2cn(S(=O)(=O)N(C)C)c3ccccc23)C(=O)NCCCn2ccnc2)cc1
→ -8	-25	1	-1	-1	3	-4
Nc1nc(COC(=O)C2CC(=O)N(Cc3ccccc3Cl)C2)nc(Nc2ccccc2)n1 (stereo not given)
→ 5	1	-8	3	-2	-3	-3
COc1ccc(CN(C)C[C@H]2Oc3ccc(NC(=O)C4CCCCC4)cc3C(=O)N([C@@H](C)CO)C[C@H]2C)cc1
→ -2	/	0	1	1	18	20

Some of these compounds in order of the CASP6 VEID inh value, descending.
Compound,CASP6 VEID inh,SIRT5 block,esBAF inh,S100A4 MyoIIA,LGR2 antag
O=C(NCc1ccncc1)C(=O)N/N=C/c1ccccc1OCc1ccccc1,2,-1,13,-5,13
CCC(=O)N(C)C[C@@H]1Oc2ncc(-c3ccc(C(=O)N(C)C)cc3)cc2C(=O)N([C@H](C)CO)C[C@H]1C,-2,-2,2,-4,-6
Cc1ccc(C(=O)N/C(=C\c2cn(S(=O)(=O)N(C)C)c3ccccc23)C(=O)NCCCn2ccnc2)cc1,-8,1,-1,-1,3

Taken from above.
Value of `COc1ccccc1NC(=O)c1cc2c(CO)cnc(C)c2oc1=Nc1cccc(C(N)=O)c1` in esBAF inh: 13
Value of `COc1ccc(CN(C)C[C@H]2OCCCC[C@@H](C)Oc3ccc(NS(C)(=O)=O)cc3C(=O)N([C@@H](C)CO)C[C@H]2C)cc1` in CASP6 VEID inh: -3
Value of `Cc1cccc(NC(=O)C(=O)NCc2ccc3c(c2)OCO3)c1C` in CASP6 VEID inh: -1

Next part.
Under each structure: CASP6 VEID inh	FN deposit inh	SIRT5 block	esBAF inh	S100A4 MyoIIA	LGR2 antag	Statin myotox sup
COc1ccc2c3c(n(C)c2c1)[C@H](CO)N(C(=O)C1CC1)CC31CN(C)C1
→ -3	/	-6	/	4	18	/
COc1ncccc1C(=O)N1CCCC(C(=O)Nc2cccc(-c3ccc(F)cc3)c2)C1 (stereo not given)
→ -3	2	/	4	-5	2	3
COC(=O)c1ccccc1C(=O)N1CCCC(C(=O)c2ccc(OC)c(OC)c2)C1 (stereo not given)
→ 0	/	-1	-1	1	8	0
COc1ccc(/C=C/C(=O)NC2CCCCCCC2)cc1S(=O)(=O)N1CCOCC1
→ -2	-8	1	51*	-3	-17	2
Cn1cnnc1SCC(=O)c1c(N)n(Cc2ccccc2)c(=O)n(C)c1=O
→ -1	-4	0	/	2	7	/
NS(=O)(=O)c1ccc(NC(=S)Nc2ccc(S(=O)(=O)N3CCCC3)cc2)cc1
→ -1	/	-1	/	-4	4	/
NS(=O)(=O)c1ccc(CCNC(=O)C2CCN(S(=O)(=O)c3ccccc3)CC2)cc1
→ 0	/	0	/	-3	5	/
COC(=O)[C@]1(Cc2ccccc2)N[C@H](c2ccc(SC3CCCCC3)c(OC)c2)[C@@H]2C(=O)N(C)C(=O)[C@@H]21
→ -1	1	/	3	0	-5	3
CC=Cc1ccc2n(c1=O)C[C@@H]1[C@@H](CO)[C@H](C(=O)NCc3ccccn3)N(CC3CC3)[C@H]21 (mixture of isomers)
→ 1	/	8	1	8	-8	3
COc1ccc(CCNC(=O)CN(C)S(=O)(=O)c2ccc3nc(C)sc3c2)cc1OC
→ 6	-2	1	-2	-3	3	-11
CCOc1ccc(NC(=O)c2ccc(N)cc2)cc1
→ 1	-8	/	0	3	-55	-11
CN(CC(=O)Nc1ccc(Cl)cc1)C(=O)c1cccc(S(=O)(=O)N2CCN(Cc3ccccc3)CC2)c1
→ -4	0	1	-20	2	17	-2
C=CCN=C1S/C(=C\c2ccc(N(C)C)cc2)C(=O)N1CC=C
→ -5	1	0	/	-7	/	/
O=C(c1ccccc1OCc1ccccc1Br)N1CCN(c2ncccn2)CC1
→ /	1	/	5	/	/	-6
CCn1c(/N=C/c2ccc(OC)cc2O)nc2ccccc21
→ -2	-2	-2	-3	3	-4	-5
C[C@@H]1CCCCO[C@H](CN(C)C(=O)Nc2ccc3c(c2)OCO3)[C@H](C)CN([C@@H](C)CO)C(=O)c2cc(NS(=O)(=O)c3ccc(F)cc3)ccc2O1
→ /	-10	/	10	/	18	92*
CC(=O)Nc1cccc(NC(=O)Nc2ccc(C(C)=O)cc2)c1
→ /	2	/	7	/	/	-1
Cc1cccc(NC(=O)c2cc(Cl)nc3ccccc23)c1
→ /	3	/	-3	/	/	93*
O=C(CSc1n[nH]c(-c2ccco2)n1)Nc1ccccc1F
→ 46*	2	-5	-2	-4	24	9
O=S1(=O)CCOC[C@H](Cc2ccccc2)N1Cc1cccc(C(F)(F)F)c1
→ 7	0	3	-2	7	-9	16
CC1CCN(C(=O)C2CCN(S(=O)(=O)c3cccc4nsnc34)CC2)CC1
→ 0	-3	3	/	-19	1	/
O=C(c1ccc(F)cc1)N1CC(=O)N2[C@@H](CO)[C@@H](c3ccc(C#CC4CCCC4)cc3)[C@@H]2C1
→ -1	10	-1	/	-65	?	/
O=C(CNC(=O)c1ccccc1F)N/N=C/c1cn[nH]c1-c1ccccc1
→ 9	-1	0	/	-7	5	/
Cc1ccccc1NC(=O)C1CCCN(S(=O)(=O)c2ccc(-n3cnnn3)cc2)C1 (stereo not given)
→ 0	6	-1	2	0	-6	-3
Cc1onc(-c2ccccc2Cl)c1C(=O)N1CCC(C(N)=O)CC1
→ 1	9	-1	1	22	-5	0
COc1ccc(CCNC(=O)CC(=O)N/N=C/c2ccc(Br)cc2)cc1OC
→ 3	-10	5	2	-4	/	4
CC(C)Cc1nc(NCCN2CCOCC2)c(C#N)c2c1COC(C)(C)C2
→ /	-4	/	12	-1	/	/
COCC(=O)N(C)C[C@@H]1Oc2cc(-c3cncnc3)ccc2S(=O)(=O)N([C@@H](C)CO)C[C@H]1C
→ 6	1	0	-8	-12	-21	/
O=c1[nH]c(/C=C\c2ccc(O)c(O)c2)nc(O)c1[N+](=O)[O-]
→ 24	-13	4	-1	-8	-1	-1
COC(=O)C1=C(C)N(Cc2ccc(C(F)(F)F)cc2)C(=NCc2ccc(OC)cc2)NC1c1ccccc1 (stereo not given)
→ 33	-1	/	/	-3	/	/
Cc1noc(C)c1NC(=O)Nc1cccc2c1O[C@@H](CN(C)C(=O)Nc1ccc(C(F)(F)F)cc1)[C@H](C)CN([C@@H](C)CO)C2=O
→ -4	-7	8	1	11	2	-8
CCCC#Cc1ccc([C@@H]2[C@@H](CO)N3CCCCN(C(=O)c4ccc5c(c4)OCO5)C[C@@H]23)cc1
→ 0	/	4	/	8	4	/
Cc1cc(O)ccc1-c1cnc2ccccc2n1
→ /	-4	/	24	/	/	7
O=C(NC1CCCC1)N1CCCCN2[C@H](CO)[C@@H](c3ccc(/C=C/c4ccccc4)cc3)[C@H]2C1
→ /	/	/	-4	/	18	-22
CN(C)CC#Cc1ccc([C@H]2[C@@H](CO)N3C(=O)CN(C(=O)c4cccc(F)c4)C[C@H]23)cc1
→ -26	/	-8	/	-7	-10	/
O=C(Cn1nnc(-c2ccccc2NC(=O)C2CC2)n1)NC1CCCCC1
→ /	5	/	-4	/	-13	-3
